RXFP1 antag – qHTS Assay for Antagonists of the Relaxin Receptor RXFP1. Relaxin receptor 1 (Homo sapiens), Q9HBX9. HEK293-RXFP1, relaxin-stimulated cAMP HTRF, 30 min; active compounds read low. activity change, negative = inhibition, % at 57.5 µM. hit rate 0.59% among 350,000. AID 1259400, 2018;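 active = activity change of -60% or lower, but not beyond a set lower limit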; also: % is scaled to controls: 0 for no effect and ±100 for the full control effect
D2 PAM – HTS Assay for Positive Allosteric Modulators of the Human D2 Dopamine Receptor: Primary Screen for Potentiators; D(2) dopamine receptor (Homo sapiens), P14416; HEK293 T-REx D2, calcium flux, EC20 dopamine potentiation; potentiation, % at 10 µM; hit rate 0.34% among 340,000;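 active = potentiation over 3 SD above the plate norm, cut at about 30% in these data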; also: 0% is about no effect
Target sequence (P14416 whole entry, looked up): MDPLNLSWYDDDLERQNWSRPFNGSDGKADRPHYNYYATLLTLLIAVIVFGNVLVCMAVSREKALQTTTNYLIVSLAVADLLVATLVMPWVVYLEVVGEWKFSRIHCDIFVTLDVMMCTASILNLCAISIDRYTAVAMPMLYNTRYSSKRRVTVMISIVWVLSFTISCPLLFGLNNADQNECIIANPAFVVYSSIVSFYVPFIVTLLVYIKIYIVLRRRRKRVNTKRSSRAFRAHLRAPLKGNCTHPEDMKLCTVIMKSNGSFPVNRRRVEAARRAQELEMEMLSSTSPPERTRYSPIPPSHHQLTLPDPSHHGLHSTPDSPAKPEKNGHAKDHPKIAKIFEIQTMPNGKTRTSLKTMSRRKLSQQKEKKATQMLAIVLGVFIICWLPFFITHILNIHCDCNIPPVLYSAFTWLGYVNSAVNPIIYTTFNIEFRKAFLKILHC
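Tetracycline-induced HEK293 T-REx cells force-coupled to calcium signalling expressed D2; compounds were pin-added after a 10 s baseline, read kinetically 180 s, then an EC20 dopamine challenge followed with a further 180 s calcium read.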
TRHR enhancer – qHTS for Small Molecule Agonists and Allosteric Enhancers of Human TRH Receptor: Primary Screen for Enhancers. AID 493056, 2011. hit rate 0.66% among 360,000. enhancement, % at 2 µM. TRHR cells, fluo-8 calcium fluorescence, EC20 TRH enhancement; in the data active = enhancement above about 30%; also: 0% is about no effect
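Enhancer read-out: after compound pinning and an initial kinetic agonist-mode read, an EC20 of TRH (10 nM final) was injected and fluo-8 calcium signal (Ex 480/Em 530) followed at 1 s/cycle for 100 cycles in TRHR-expressing cells.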
D1 antagonist – Antagonist of Human D 1 Dopamine Receptor: qHTS; D(1A) dopamine receptor (Homo sapiens), P21728; HEK293 TREx D1 cells, calcium flux, dopamine EC80; active compounds read low; activity change, negative = inhibition, % at 10 µM; hit rate 3.2% among 360,000; AID 504652, 2011; in the data active = activity change below about -30%; also: % is scaled to controls: 0 for no effect and ±100 for the full control effect
Target sequence (P21728 whole entry, looked up): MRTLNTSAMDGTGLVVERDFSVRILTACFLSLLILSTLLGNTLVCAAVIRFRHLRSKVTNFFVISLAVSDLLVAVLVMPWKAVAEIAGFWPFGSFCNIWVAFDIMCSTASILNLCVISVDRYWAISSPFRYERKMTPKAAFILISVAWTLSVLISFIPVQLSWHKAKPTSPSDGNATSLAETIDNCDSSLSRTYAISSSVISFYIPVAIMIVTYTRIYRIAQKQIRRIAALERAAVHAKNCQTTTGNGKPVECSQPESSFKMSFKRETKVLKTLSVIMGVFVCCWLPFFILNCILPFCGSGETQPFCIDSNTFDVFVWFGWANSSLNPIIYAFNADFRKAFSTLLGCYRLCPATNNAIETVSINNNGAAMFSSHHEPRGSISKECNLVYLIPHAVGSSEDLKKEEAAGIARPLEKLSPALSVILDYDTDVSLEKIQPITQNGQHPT
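Cells carrying a force-coupled, tetracycline-inducible human D1 receptor report calcium flux. Each well gets a 10 s baseline, compound with 180 s monitoring, then an EC80 dopamine stimulus with a second 180 s kinetic read.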
TRHR agonist – qHTS for Small Molecule Agonists and Allosteric Enhancers of Human TRH Receptor: Primary Screen for Agonists | Thyrotropin-releasing hormone receptor (Homo sapiens), P34981 | TRHR cells, calcium flux fluo-8, FDSS agonist mode | activation, % at 2 µM | hit rate 0.18% among 360,000 | AID 493084, 2011; also: 0% is about no effect
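Read-out: compound-evoked intracellular calcium rise in TRHR cells, fluo-8 dye, kinetic FDSS fluorescence at 1 s/cycle following a 10-cycle baseline. Cells cultured overnight before dye loading (30 min–1.5 h, RT).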
D2 antag – HTS Assay for Allosteric Antagonists of the Human D2 Dopamine Receptor: Primary Screen for Antagonists; D(2) dopamine receptor (Homo sapiens), P14416; HEK293 TREx D2 cells, calcium flux, dopamine EC80; inhibition, % at 10 µM; hit rate 2% among 340,000; AID 485344, 2010; in the data active = inhibition above about 30%; also: 0% is about no effect
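In this primary screen, negative modulation is detected by tracking calcium flux after an EC80 dopamine challenge in inducible HEK293 T-REx D2 cells preexposed to test compound for 180 s.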
D1 PAM – Potentiators of Human D1 Dopamine Receptor: qHTS; hit rate 0.036% among 360,000; AID 504651, 2011; D(1A) dopamine receptor (Homo sapiens), P21728; potentiation, % at 10 µM; HEK293 TREx D1 cells, calcium flux, dopamine EC20 potentiation; in the data active = potentiation above about 30%; also: 0% is about no effect
D2 agonist – HTS Assay for Allosteric Agonists of the Human D2 Dopamine Receptor: Primary Screen for Agonists; activation, % at 2 µM; HEK293 T-REx D2 cells, calcium flux agonist mode; hit rate 0.53% among 340,000;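 active = activation over 3 SD above normal in the single-dose calcium agonist read, cut at about 30% in these data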; also: 0% is about no effect
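Tetracycline-induced HEK293 T-REx cells with force-coupled D2 receptor, plated overnight at 30 C, loaded with no-wash calcium dye. After a 10 s baseline, compound was pin-added and calcium flux read kinetically for 180 s; calcium rises flagged agonists.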
D1 agonist – Allosteric Agonists of the Human D1 Dopamine Receptor: qHTS; HEK293 T-REx D1 cells, calcium flux, agonist mode; hit rate 1% among 360,000; D(1A) dopamine receptor (Homo sapiens), P21728; activation, % at 2 µM; AID 504660, 2011; also: 0% is about no effect
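Inducible HEK293 T-REx D1 cells, force-coupled to calcium signalling, were plated at 4000 cells/well with tetracycline and held overnight at 30 C. After no-wash calcium dye loading, compound-evoked calcium rise over 180 s flagged agonists.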
* hit, by the source's call; . = no result given; & = joins results of further samples. Rule as the data show it, unless noted: active = activation above about 30%; inactive = the rest.

SMILES	RXFP1 antag	D2 PAM	TRHR enhancer	D1 antagonist	TRHR agonist	D2 antag	D1 PAM	D2 agonist	D1 agonist
Cc1ccc(S(=O)(=O)N(CC(=O)N2CCOCC2)CC(=O)N2CCOCC2)cc1	1	31*	8	12	-0.5	5	0	0.1	-2
COC(=O)c1c(C)[nH]c(C(=O)/C=C/c2ccc(Cl)cc2)c1C	0	-24	7	-47*	0.7	41*	-8	0.4	14
COc1ccc(OC)c(NS(=O)(=O)c2ccc(NC(C)=O)cc2)c1	-6	2	1	6	0.2	-15	-4	-0.5	1
CCCCN(C(=O)Cn1nnc2ccccc21)C(C(=O)NCCOC)c1cccs1 (stereo not drawn)	-15	1	-5	5	0.4	.	-6	.	1
CC(C)C(=O)Nc1cccc(NC(=S)NC(=O)c2ccc(Cl)cc2)c1	-12	-2	-1	-8	-0.1	0	-7	0.4	9
CCC(C)NCCC(=O)Nc1ccc(Cl)c(S(=O)(=O)Nc2ccc(Cl)cc2)c1 (stereo not drawn)	-12	-13	-1	23	1.9	29	-7	0.8	3
Cc1nc(SCc2ccccc2C)n[nH]1	11	6	-1	3	0.1	1	0	0.4	4
Cc1cnc(C(=O)OCC(=O)N(C(C)C)C(C)C)cn1	-10	3	8	8	0.6	-6	2	1.7	1
CCCCN1CC(O)=C(c2nc(-c3ccc(Cl)cc3)cs2)C1=N	8	-9	2	21	0.4	14	-2	-0.5	3
Cc1ccc(OCC(=O)Nc2ccc(OCc3cc(=O)n4cccc(C)c4n3)cc2)cc1C	-8	13	6	4	0.0	.	-1	1.0	2
O=C(c1ccc(OCC2CCCO2)cc1)N1CCc2ccccc2C1 (stereo not drawn)	-21	-5	1	-13	-0.9	11	0	3.0	4
CCOC(=O)COc1ccc(S(=O)(=O)Nc2ccc3c(c2)OCO3)cc1	-22	5	-3	2	-1.8	7	-11	2.6	63*
O=C(NC1CCCCC1)C1CCCN1C(=O)Nc1ccccc1 (stereo not drawn)	-16	-24	-18	-17	0.6	26	-20	0.1	0
O=C(NC1CC1)C(=O)c1c[nH]c2ccccc12	-1	17	3	2	-0.2	-6	-1	0.6	0
COC(=O)CCCC[C@@H]1SC[C@@H](NC(=O)OC)[C@@H]1NC(=O)OC	5	12	2	12	-0.2	9	-6	0.3	4
CCCCCCCN1C(N(C)C)=NC[C@@H]1Cc1ccccc1	.	-9	4	18	0.3	6	-1	0.5	3
Cc1cccc(CC(=O)Nc2cccc(-c3cn4cccnc4n3)c2)c1	-15	19	-2	-7	-0.4	.	0	-1.8	0
CCc1ccccc1Oc1ccc(S(=O)(=O)N2CCN(C)CC2)cn1	-16	10	40*	-13	-0.2	-23	-2	0.2	6
COc1ccc(-c2cn(/N=C/c3ccc(Cl)cc3Cl)c(N)n2)cc1	-3	-8	4	0	0.8	12	19	0.7	5
O=C(CC(=O)Nc1ccccc1[N+](=O)[O-])Nc1ccccc1[N+](=O)[O-]	28	-25	-2	-34*	0.4	-7	-7	2.4	11

Some of these compounds in order of SMILES length, rising:
SMILES	RXFP1 antag	D2 PAM	TRHR enhancer	D1 antagonist	TRHR agonist	D2 antag	D1 PAM	D2 agonist	D1 agonist
Cc1nc(SCc2ccccc2C)n[nH]1	11	6	-1	3	0.1	1	0	0.4	4
O=C(NC1CC1)C(=O)c1c[nH]c2ccccc12	-1	17	3	2	-0.2	-6	-1	0.6	0
O=C(NC1CCCCC1)C1CCCN1C(=O)Nc1ccccc1 (stereo not drawn)	-16	-24	-18	-17	0.6	26	-20	0.1	0
CCCCCCCN1C(N(C)C)=NC[C@@H]1Cc1ccccc1	.	-9	4	18	0.3	6	-1	0.5	3
O=C(c1ccc(OCC2CCCO2)cc1)N1CCc2ccccc2C1 (stereo not drawn)	-21	-5	1	-13	-0.9	11	0	3.0	4
Cc1cccc(CC(=O)Nc2cccc(-c3cn4cccnc4n3)c2)c1	-15	19	-2	-7	-0.4	.	0	-1.8	0
COc1ccc(OC)c(NS(=O)(=O)c2ccc(NC(C)=O)cc2)c1	-6	2	1	6	0.2	-15	-4	-0.5	1
COC(=O)c1c(C)[nH]c(C(=O)/C=C/c2ccc(Cl)cc2)c1C	0	-24	7	-47*	0.7	41*	-8	0.4	14
CCCCN(C(=O)Cn1nnc2ccccc21)C(C(=O)NCCOC)c1cccs1 (stereo not drawn)	-15	1	-5	5	0.4	.	-6	.	1
Cc1ccc(OCC(=O)Nc2ccc(OCc3cc(=O)n4cccc(C)c4n3)cc2)cc1C	-8	13	6	4	0.0	.	-1	1.0	2

The list goes on.
SMILES	RXFP1 antag	D2 PAM	TRHR enhancer	D1 antagonist	TRHR agonist	D2 antag	D1 PAM	D2 agonist	D1 agonist
COC(=O)[C@@H]1C[C@H]2CC[C@H](O)C[C@H]2N1Cc1ccc(C)s1	.	1	-5	17	-0.3	0	0	-0.4	1
Cc1cccc(OCCC(=O)Nc2ccccc2C(N)=O)c1	-6	1	3	3	0.3	-7	-6	0.4	4
N#Cc1ccc(OCC(O)CN2CCC(C(O)(c3ccccc3)c3ccccc3)CC2)cc1 (stereo not drawn)	-5	0	0	14	1.9	-13	-1	3.1	13
CC(=O)NC(Cc1cc(C)ccc1C)C(=O)N1CCN(C(=O)c2ccc([N+](=O)[O-])cc2)CC1 (stereo not drawn)	-2	-1	13	40	0.3	-6	1	0.0	2
CCOC(=O)c1cccc(NC(=O)CS(=O)(=O)Cc2nc(-c3cccc(OC)c3)oc2C)c1	-4	.	-5	-26	-1.3	.	-3	.	2
CCCN(CCC)CCCNC(=S)Nc1ccc2nc(N3CCCC3)cc(C)c2c1	-3	-4	-5	0	-0.3	-20	-8	4.1	0
CCOC(=O)N1CCN(C(=O)c2ccc(CS(=O)Cc3ccccc3Cl)o2)CC1 (stereo not drawn)	6	8	-4	-3	-0.1	-9	2	-0.7	2
O=C(CCS(=O)(=O)c1ccccc1)Nc1nnc(-c2ccco2)o1	-2	-4	13	1	0.4	12	4	-0.2	11
COc1ccc(C(=O)NCC2CCCO2)cc1OC (stereo not drawn)	3	5	1	9	0.3	-7	6	0.3	1
COc1ccc(-c2nc(Cn3c(=O)cc(-c4ccccc4)c4c(C)nn(C)c43)c(C)o2)cc1OC	-3	5	-8	2	-0.6	.	-4	0.1	8
COc1ccc(CCn2c(NN=C3CCCC3)nc3c2c(=O)[nH]c(=O)n3C)cc1	3	7	5	10	-1.0	-14	8	-0.1	0
O=C(Cn1cnc2onc(-c3ccc(F)cc3)c2c1=O)N1CCN(c2ccccc2F)CC1	.	-4	-1	-6	-0.5	.	-2	-1.9	2
CNS(=O)(=O)c1ccc(NC(=O)c2csc(C)c2)cc1	2	11	22	-7	1.8	-12	-12	0.8	4
CN(C(=O)c1cccc(C#N)c1)c1nnc(-c2ccccn2)s1	-2	10	4	2	1.0	-9	-4	1.0	2
COc1ccc2c(CNCc3cccs3)c(C(=O)O)n(Cc3ccc(F)cc3)c2c1	.	-20	-5	-3	-0.2	.	1	0.4	1
CCN(CCNC(=O)C1CCCN(S(=O)(=O)c2cnc[nH]2)C1)c1ccccc1 (stereo not drawn)	.	-4	-12	-2	0.0	3	.	-1.0	2
CC1(C)C([N+](=O)[O-])C(c2ccc(Cl)cc2)NC(c2ccc(Cl)cc2)C1[N+](=O)[O-] (stereo not drawn)	-7	-9	-5	-12	0.7	17	-7	0.7	5
Cc1cccc(CN2CCC(C(N)=O)CC2)c1	-6	9	12	0	0.3	-5	-3	-0.1	-1
COc1ccc(CNC(=O)CC(C)CC2=NS(=O)(=O)c3ccccc3N2)cc1 (stereo not drawn)	-3	1&-11	-1&-5	-10&-13	0.3&0.1	0	-4&-2	-0.9&0.8	1&1
COc1ccc([C@]23Cc4ccccc4C(O2)c2c(cc(-c4ccccc4)oc2=O)O3)cc1	.	.	-7	-21	1.8	.	-3	.	1
O=C(NCCCN1CCOCC1)c1ccc(Sc2cccc(Cl)c2)c([N+](=O)[O-])c1	-7	-7	2	-7	0.4	-17	-5	1.6	17
CCCc1c(O)nc(SCC(=O)O)[nH]c1=O	-4	2	0	5	-0.4	-3	-2	0.7	3
NC(=O)[C@H]1CC2(CC(c3cccc(NC(=O)CC(c4ccccc4)c4ccccc4)c3)=NO2)CN1C(=O)C(c1ccccc1)c1ccccc1 (stereo partly drawn)	.	5	3	11	1.3	20	3	0.0	7
CCOC(=O)COc1cc(-n2c(=S)[nH]c3cc(OC)c(OC)cc3c2=O)c(Cl)cc1Cl	-15	-30	-2	-2	-0.8	2	10	-0.8	10
Cc1ccc(-c2nn3c(-c4ccco4)nnc3c3ccccc23)cc1S(=O)(=O)NCC1CCCO1 (stereo not drawn)	-7	19	9	6	-0.1	4	-1	0.2	0
CCCCNC(=O)CCn1c(=O)c2ccccc2n(Cc2ccc(Cl)cc2)c1=O	.	-6	-7	-3	-0.6	5	-8	-1.0	0
O=C(CSc1ncc(-c2ccccc2)[nH]1)Nc1ccccc1F	0	-8	-2	2	-2.5	5	-5	-0.6	0
Cc1ccc(C(=O)OCC(=O)c2c(N)n(C)c(=O)n(C)c2=O)cc1S(=O)(=O)N1CCCCC1	8	6	3	3	0.1	2	4	-0.1	2
COCCNC(=S)N/N=C(\C)CCc1ccc2c(c1)OCO2	-5	10	-3	4	-0.1	-7	-7	-3.4	4
Cc1ccc2c(c1)N(CC(=O)NCCCN1CCOCC1)C(=O)C(C(C)C)O2 (stereo not drawn)	-7	9	12	1	-0.2	-15	-2	0.1	2
O=S(=O)(NCCc1ccccn1)c1ccc(OC(F)(F)F)cc1	-1	1	-8	-2	-0.3	3	-4	-0.3	2

Bioassay records as filed in PubChem BioAssay.

Not a hit list; 7.3% or so of the library scored in one or more.
